# TSHR antag: human thyrotropin receptor antagonism; P16473; TSHR-expressing cells, TSH-stimulated cAMP HTRF, 2 h; hits give low values; activity change, negative = inhibition, % at 11.5 µM; actives 0.2% (n = 330,000);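 active means activity change below a set negative limit, meaning inhibition stronger than a set level, cut at about -70% in these data; inconclusive means activity change between two set negative limits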; further: on the % scale 0 is the no-effect control and ±100 the full control effect
#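 Freshly harvested TSHR cells receive pin-tooled compound, then EC80 TSH at 4nM final. After 2 hours at 37 deg C, antibody in lysis buffer and cAMP-d2 are added; 30 minutes at ambient temperature precede the HTRF read.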
# A-T KAP1 phos: potential ataxia-telangiectasia treatment | actives 0.19% (n = 320,000) | […] A-T fibroblasts, KAP-1 phosphorylation AlphaLISA; neocarzinostatin DNA damage 30 min before lysis | Potency, µM (titrated, usually from 57.5 µM), inactives show at the top dose activation, actives largely listed as activators; further: potency means the concentration at half of the fitted maximal effect; % of control where 0% means no effect; nearly all actives have a fitted effect of over 45% in size
#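 ATM-like activity read as KAP-1 phosphorylation via AlphaLISA donor/acceptor antibody pairs after lysis and 6 hr at 25C. Cells were ATM-null patient fibroblasts ([…], hTERT), dosed 60 min, then exposed to the DSB inducer NCS for 30 min.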
# Tb PFK block: blocks T. brucei phosphofructokinase | O15648 | T. brucei PFK, ADP-Glo luminescence | AID 485367 | Potency, µM (highest dose often 57.5 µM), without a hit: top-dose activity, negative = inhibition, hits mostly inhibitors | actives 0.17% (n = 330,000);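 further: potency means the concentration at half of the fitted maximal effect; 0% = uninhibited 1x PFK enzyme wells and -100% = no-enzyme wells; nearly all actives have a fitted effect of over 60% in size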
# Target sequence (O15648 whole entry, looked up): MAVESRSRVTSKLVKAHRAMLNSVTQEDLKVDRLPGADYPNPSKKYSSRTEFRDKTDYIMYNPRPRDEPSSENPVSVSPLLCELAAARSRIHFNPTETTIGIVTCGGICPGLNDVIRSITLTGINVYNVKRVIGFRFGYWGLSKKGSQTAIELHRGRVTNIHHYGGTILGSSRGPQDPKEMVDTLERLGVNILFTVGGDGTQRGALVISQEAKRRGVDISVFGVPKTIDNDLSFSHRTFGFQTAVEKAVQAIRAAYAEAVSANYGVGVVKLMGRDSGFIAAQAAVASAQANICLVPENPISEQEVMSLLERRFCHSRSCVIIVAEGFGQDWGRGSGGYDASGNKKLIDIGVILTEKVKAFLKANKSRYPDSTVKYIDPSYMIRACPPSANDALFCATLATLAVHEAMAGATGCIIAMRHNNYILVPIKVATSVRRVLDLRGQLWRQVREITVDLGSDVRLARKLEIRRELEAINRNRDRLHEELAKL
#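 In TEA buffer at pH 8.0 with 5 mM MgCl2, enzyme (1.25 nM) converted F6P (0.5 mM) and ATP (0.1 mM) for 45 min at room temperature. ADP product was read by luciferase luminescence.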
# BCR signal inh: chronic active BCR signaling inhibition; AID 493014; Potency, µM (highest dose often 46.1 µM), without a hit: at the top dose ratio change, negative = lower green/red ratio, hits mostly inhibitors; ABC-DLBCL IkBa-CBG/CBR reporter, luminescence ratio, 4 h; actives 0.05% (n = 340,000); active means well fitted inhibition curve with a large enough effect in the signal ratio, with a control signal flat, not every such curve was filed as active; inconclusive means small, poorly fitted or top-dose-only effect, or effect the other way, or a change in a side signal; the % refers to the signal ratio;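 further: potency means the concentration at half of the fitted maximal effect; plate controls were basal doxycycline-induced cells for no effect and cells given 10 µM MG132 for full effect; MG132 reads +100%, hits lower the ratio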
#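 Cell line TMD8 (human ABC DLBCL), stably expressing tet-inducible CBG68-IkBa fusion and CBR; IMDM/0.5% FBS; cpd up to 46 uM; dox induction, 4 h, 37C/5% CO2; dual luminescence; green/red ratio; MG132 control.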
# TCR act: activators of T cell receptors; primary human leukocytes, anti-CD3, IL-2 HTRF, 48 h; Potency, µM (titrated, usually from 9.22 µM), inactives show at the highest dose activation of IL-2 secretion, most hits filed as activators; 330,000 tested, under 10 active; further: % of control where 0% means no effect
#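 Compounds are tested in HTS on primary human leukocytes co-incubated with a-CD3 beads for 48 hr. IL-2 output is measured by time-resolved FRET.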
# KCNH2 WT inh: KCNH2 (human, wildtype) channel inhibition. activity change, % at 1.84 µM. U2OS, BacMam KCNH2, thallium flux FluxOr; hits give low values. AID 720551. actives 0.37% (n = 340,000);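 active means maximum activity change below -70%; inconclusive means maximum activity change between -70% and -50%; inactive means maximum activity change above -50%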; further: on the % scale 0 is the no-effect control and ±100 the full control effect
#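 U2OS cells transduced with wild-type KCNH2 virus are loaded with FluxOr dye for 45 min, and thallium flux is measured in kinetic reads before and after stimulation buffer. Rate constants are normalized to DMSO controls.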
# FBPA coupling cs: coupling enzyme interference in Giardia aldolase counter-screen; coupling enzyme system counterscreen, AmpLite Red fluorescence; activity change, negative = inhibition, % at 58.2 µM, hits read low; actives 0.67% (n = 290,000); AID 2472; in the data active means activity change below about -30%; further: on the % scale 0 is the no-effect control and ±100 the full control effect
#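 Compounds tested against the coupling enzymes alone at 57.5 uM final; readout was AmpLite Red fluorescence (525/598 nm) after 20 min at RT.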
# Giardia killer: Giardia lamblia killing | Giardia lamblia trophozoite viability | activity change, % at 7.66 µM, hits read low | actives 0.15% (n = 340,000); in the data active means activity change below about -80%; inconclusive means between about -30% and that limit;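 further: parasites exposed to compound for two days anaerobically before the ATP read; on the % scale 0 is the no-effect control and ±100 the full control effect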
#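 Luminescent ATP signal served as the viability read-out, measured 15-30 min after adding ATP detection reagent to trophozoites that had been incubated with compounds for 48 hrs at 37 deg C anaerobically at 100 cells/well.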
# MLL CXXC-DNA inh: MLL CXXC-DNA interaction inhibition; Potency, µM (top dose mostly 115 µM), inactives show at the top dose activity change, negative = inhibition, actives largely listed as inhibitors; AID 2662; actives 0.037% (n = 290,000); MLL-CXXC / FITC-HOXA9 DNA fluorescence polarization; active means well fitted inhibition curve with a large enough effect in the polarisation, with a control signal flat, not every such curve was filed as active; inconclusive means small, poorly fitted or top-dose-only effect, or effect the other way, or a change in a side signal; inactive means no such curve, though single readings can be large or run the other way; the % refers to the polarisation; further: potency means the concentration at half of the fitted maximal effect
#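 Purified MLL-CXXC (added from a 7 uM solution) was preincubated 5 min at ambient with pinned compounds in 50 mM Tris-HCl pH 7.5, 50 mM NaCl, 1 mM DTT, 0.05% BSA. Fluorescein-labeled HOX-A9 DNA (50 nM solution) followed, 30 min, then polarization read.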
# GALK inhibitor: inhibitors of human galactokinase; AID 1868; actives 0.007% (n = 270,000); Potency, µM (doses to about 57.5 µM), for the others: top-dose activity change, negative = inhibition, most hits filed as inhibitors; Purified GALK, Kinase-Glo residual ATP luminescence; further: potency means the concentration at half of the fitted maximal effect; on the % scale 0 is the no-effect control and ±100 the full control effect
# Target sequence (P51570 whole entry, looked up): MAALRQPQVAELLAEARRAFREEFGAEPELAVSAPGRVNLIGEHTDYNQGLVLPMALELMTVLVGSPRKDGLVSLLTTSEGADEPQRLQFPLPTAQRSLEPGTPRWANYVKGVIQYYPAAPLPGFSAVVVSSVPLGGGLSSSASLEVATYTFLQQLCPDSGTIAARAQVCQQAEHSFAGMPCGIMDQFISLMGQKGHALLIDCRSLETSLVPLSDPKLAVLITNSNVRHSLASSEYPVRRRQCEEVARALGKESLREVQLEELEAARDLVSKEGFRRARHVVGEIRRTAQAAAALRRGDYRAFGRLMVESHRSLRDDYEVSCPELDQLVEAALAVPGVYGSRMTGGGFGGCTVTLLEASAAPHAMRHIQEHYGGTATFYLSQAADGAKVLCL
#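 Luminescence from leftover ATP (Ultra-Glo luciferase/luciferin) served as read-out after a 1 h room-temperature reaction of 5 nM GALK with 35 uM ATP and 100 uM galactose.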
# * marks the source's active call; other numbers are inactive results; ? = inconclusive; nt = no result given; & = joins results of further samples; [ ] = remark or other dose. Unless noted, the call rests on the fitted dose curve; in most records, active means well fitted curve in the direction sought with a large enough effect; inconclusive means small, poorly fitted or top-dose-only effect, or another doubt; inactive means no such curve, though single readings can be large; an effect the other way counts as inactive or inconclusive.
Compound	TSHR antag	A-T KAP1 phos	Tb PFK block	BCR signal inh	TCR act	KCNH2 WT inh	FBPA coupling cs	Giardia killer	MLL CXXC-DNA inh	GALK inhibitor
CC1=C(C(=O)OCCOC(C)C)C(c2cc3c(cc2Br)OCO3)CC(=O)N1 (configuration not stated)	13	-8%	-1%	-23%	2%	-5	0	3	-11%	-3%
O=C(CC1C[C@H](C(=O)N2CCOCC2)[C@@]2(CCC3CCCC3)c3[nH]c4ccccc4c3CCN2C1=O)NCCN1CCOCC1 (some centres not stated)	-2	12%	5%	-1%	7%	-4	nt	4	nt	nt
Cc1cc(CNC(=O)C2(C(F)(F)F)C/C(=C\Cc3ccccc3)CCCO2)nn1C (configuration not stated)	nt	nt	nt	nt	-3%	-3	1	21&-15	nt	nt
O=C(N/N=C/c1cn(-c2ccccc2)nc1-c1ccc(F)cc1)c1ccc2c(c1)OCO2	-7	2%	1%	?	2%	-32	-3	-4	26%	-3%
Cc1ccc(S(=O)(=O)CC(=O)Nc2cccc(C)n2)cc1	-7	1%	-8%	-10%	-1%	3	1	-18	-2%	6%
COc1ccc(C(=O)N/N=C/c2ccc(OC)c(COc3ccc(F)cc3)c2)cc1	-1	3%	-1%	?	3%	13	8	2	?	9%
COc1ccc(NC(=O)CCn2cc(C)c3ccccc32)cc1	-9	22%	-3%	0%	3%	-2	1	1	12%	-1%
O=C1NC(=O)c2cc3ccccc3cc21	2	1%	-10%	-1%	1%	4	nt	1	nt	nt
Cc1ccc(S(=O)(=O)N2CCN(C(=O)COc3ccc(NC(=O)c4ccco4)cc3)CC2)cc1	2	-3%	1%	-17%	6%	9	2	6	-7%	-1%
Cc1ccccc1OCC(=O)NNC(=O)Nc1ccccc1	-9	2%	-1%	3%	-49%	-1	3	2	5%	-2%
COc1ccc(N2CC(NS(=O)(=O)c3cccnc3)CC2=O)cc1OC (configuration not stated)	13	nt	1%	-1%	1%	-4	nt	3	nt	nt
COC(=O)c1sc2ccccc2c1-n1cccc1C(=O)C(=O)Nc1ccc(C)cc1	-24	-6%	3%	16%	3%	6	-3	-4	-12%	4%
O=S(=O)(Nc1ccc(O)c(NS(=O)(=O)c2ccccc2)c1)c1ccccc1	1	24%	1%	-12%	7%	3	nt	7	-8%	-2%
COCC(=O)N(C)C[C@H]1N[C@@](Cc2ccccc2)(C(=O)OC)[C@H]2C(=O)N(C)C(=O)[C@@H]12	-3	24%	10%	3%	2%	-1	nt	14	nt	nt
COc1ccc(C(=O)Nc2c(F)c(F)c(F)c(F)c2F)c(OC)c1	-2	-1%	-8%	-4%	5%	-15	1	-10	-2%	1%

# New compounds follow:
Compound	TSHR antag	A-T KAP1 phos	Tb PFK block	BCR signal inh	TCR act	KCNH2 WT inh	FBPA coupling cs	Giardia killer	MLL CXXC-DNA inh	GALK inhibitor
O=C(CSc1ncnc2ccccc12)c1cccs1	-22	-2%	1%	?	0%	13	1	3	21%	-1%
O=C(O)c1ccc(N/N=C/c2cn(-c3ccccc3)nc2-c2cccs2)cc1	-6	3%	-1%	?	1%	-4	1	-25	14%	0%
COc1ccccc1NC(=O)Cn1c(=O)n(CCc2c[nH]c3ccccc23)c(=O)c2cccnc21	-5	6%	-1%	-2%	-3%	-12	-1	4	27%	nt
Cc1cccc(N2CCN(Cc3ccc(Br)o3)CC2)c1C	-7	22%	-1%	3%	0%	21	-2	-8	-13%	-1%
Cc1c(NC(=O)c2ccc(=O)oc2)c(=O)n(-c2ccccc2)n1C	2	17%	-9%	?	9%	11	0	-7	1%	-2%
CCOC(=O)N1CCN(C(=O)Nc2ccc3nccnc3c2)CC1	-3	nt	2%	-25%	-1%[46.1 µM]	5	-11	3	2%	-2%
Cc1[nH]nc2c1C(c1ccc(N(C)C)cc1)C1=C(CC(C)(C)CC1=O)N2 (configuration not stated)	9	-5%	-2%	-8%	-3%	1	-1	-4	10%	10%
O=C(Cn1cnc([N+](=O)[O-])c1)Nc1cc(Oc2ccc(Cl)cc2Cl)cc([N+](=O)[O-])c1	-18	nt	-7%	?	2%[46.1 µM]	5	-2	5	-4%	1%
CCN1CCN(c2nc3c(C)cccn3c(=O)c2/C=C(\C#N)S(=O)(=O)c2ccc(C)cc2)CC1	-9	0%	-2%	8%	-3%	12	1	-4	0%	-3%
Cc1ccc(-c2nc(N)n(C(=O)c3cccs3)n2)cc1	-15	1%	2%	?	-6%	4	-1	2	100%[activator]	0%
CC(C)=C(NC(=O)c1ccccc1)C(=O)Nc1cccc(C(=O)O)c1	-1	0%	-1%	-22%	0%	0	-1	21	-29%	0%
COc1cc(/C=N/NC(=O)c2ccccn2)ccc1OC(=O)c1cccs1	-8	5%	0%	?	0%	0	nt	-20	0%	4%
C=COCCCNc1ncnc2sc(-c3ccccc3)cc12	-28	-17%	2%	?	8%	nt	2	29	21%	-2%
O=C1CC(c2ccccc2)CC(O)=C1C=NCCCN1CCOCC1 (configuration not stated)	6	0%	-8%	8%	1%[46.1 µM]	-4	0	-11	3%	2%
CC1=C(C(=O)Nc2ccc(C(=O)NCCCN3CCCCC3)cc2)SCCO1	7	11%	0%	-1%	4%	8	nt	-14	6%	4%

# New compounds follow.
Compound	TSHR antag	A-T KAP1 phos	Tb PFK block	BCR signal inh	TCR act	KCNH2 WT inh	FBPA coupling cs	Giardia killer	MLL CXXC-DNA inh	GALK inhibitor
CC(C)N(C(=O)CN1C(=O)NC2(CCCCCC2)C1=O)C(C)C	19	-1%	1%	0%	2%	-2	1	-2	14%	0%
O=C(O)CSCC(=O)Nc1ccc(S(=O)(=O)N2CCCCC2)cc1	0	-9%	0%	-5%	9%	1	8	-4	8%	0%
O=C(CN1C(=O)NC(Cc2ccccc2)C1=O)Nc1ccc(F)c(Cl)c1 (configuration not stated)	-2	1%	-6%	-2%	-1%	2	nt	-11	nt	nt
CC(Oc1ccc(C(=O)c2ccc(F)cc2)cc1)C(=O)N1CCOCC1 (configuration not stated)	-11	8%	-2%	-4%	1%	-1	nt	2	nt	nt
COc1ccc(-c2cc(C(=O)c3c(N)n(C)c(=O)n(C)c3=O)c3ccccc3n2)cc1OC	2	-4%	-3%	-11%	4%	-11	0	22	15%	-1%
O=C(O)c1ccc2c3c(cccc13)C(=O)N(c1ccccc1)C2=O	4	-1%	2%	-1%	2%	-1	-1	-15	3%	-1%
CN(C(=O)c1ccc(NC(=O)Cc2cccc(NC(=O)C3CCN(C(=O)C4CCCCC4)CC3)c2)cc1)C1CCCC1	-23	3%	1%	-1%	-6%	nt	nt	-9	nt	nt
O=C1CN(Cc2cc(=O)oc3cc4c(cc23)CCC4)CCN1	3	-8%	-3%	0%	-3%	5	0	-2	12%	11%
C=CC[C@@H](CC(=O)N[C@@H](CO)Cc1ccccc1)C(=O)NCCOC(=O)[C@@H](CC=C)CC(=O)OC(C)(C)C	27	-2%	4%	0%	-6%	3	nt	10	nt	nt
O=C(CCl)NC1(C(F)(F)F)C(=O)Nc2c1c(=O)[nH]c(=O)n2-c1ccccc1 (configuration not stated)	0	8%	-2%	-8%	-6%	3	2	13	2%	13%
Cc1nc2nc3c(cn2n1)C(=O)CCC3	13	-1%	0%	10%	-3%	6	-1	16	1%	1%
COc1ccc(S(=O)(=O)Cc2ccc(C(=O)N3CCN(C4CCCCC4)CC3)o2)cc1	16	8%	1%	-4%	-9%	0	3	-18	-9%	2%
C=CCNC(NC(=O)c1ccccc1)(C(=O)OCC)C(F)(F)F (configuration not stated)	-4	4%	4%	?	2%	14	2	-3	-1%	0%
Cc1cccc(OCCCN2CCOCC2)c1C	1	12%	-8%	4%	0%	0	0	21	-5%	9%
CCOc1ccccc1NC(=O)NCc1ccc(F)cc1	-3	0%	-1%	7%	-4%	1	-2	-13	21%	-1%

# New compounds follow
Compound	TSHR antag	A-T KAP1 phos	Tb PFK block	BCR signal inh	TCR act	KCNH2 WT inh	FBPA coupling cs	Giardia killer	MLL CXXC-DNA inh	GALK inhibitor
CC(=O)N1CCN(c2ncnc3ccccc23)CC1	-5	-1%	0%	1%	3%	-8	0	19	-11%	-3%
C=CCN1CN(CCc2ccccc2)CNC1=S	-1	-13%	1%	6%	3%	15	0	1	5%	7%
CNC(=O)NC1CCCc2ccccc21 (configuration not stated)	-7	29%	0%	1%	3%	-1	1	-1	-1%	6%
C[C@H](CO)N1C[C@H](C)[C@@H](CN(C)S(=O)(=O)c2ccccc2)Oc2c(NC(=O)C3CCCCC3)cccc2C1=O	1	8%	2%	2%	-4%	-19	nt	-12	nt	nt
COc1ccc(C(=O)Nc2ccccc2C(=O)NCc2cccnc2)cc1OC	-7	5%	8%	1%	0%	0	2	-4	1%	-1%
COC(=O)c1ccc(OC(=O)C2CC(=O)N(c3ccc(C)cc3C)C2)cc1 (configuration not stated)	0	2%	-5%	-13%	-4%	-6	1	-2	-11%	-2%
COc1ccc2nc(Nc3nc(-c4ccncc4)cs3)sc2c1	-5	1%	5%	?	1%	-7	1	5	11%	2%
